G9a inh: blocks human histone lysine methyltransferase G9a | Q96KQ7 | G9a H3K9 monomethylation, AlphaScreen, 2 h | Potency, µM (top dose mostly 102 µM), for the others: top-dose activity, negative = inhibition, hits mostly inhibitors | actives 8.8% (n = 350,000); also: % is scaled to controls: 0 for no effect and ±100 for the full control effect; nearly all actives have a fitted effect of over 75% in size
Target sequence (Q96KQ7 913-1193 limits assumed): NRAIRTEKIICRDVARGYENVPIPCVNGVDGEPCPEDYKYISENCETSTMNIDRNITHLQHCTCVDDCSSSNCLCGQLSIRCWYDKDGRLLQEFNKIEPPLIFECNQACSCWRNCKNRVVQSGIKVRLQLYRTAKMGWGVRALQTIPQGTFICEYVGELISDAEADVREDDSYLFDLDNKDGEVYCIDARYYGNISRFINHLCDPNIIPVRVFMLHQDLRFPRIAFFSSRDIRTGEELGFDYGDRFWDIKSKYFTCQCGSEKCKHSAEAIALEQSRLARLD
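Quantitative HTS format: methyltransferase activity on a biotin-tagged H3K9 peptide is measured by AlphaScreen, using a rabbit anti-monomethyl-H3K9 antibody with streptavidin donor and anti-IgG acceptor beads. Final levels are 20 nM enzyme, 500 nM peptide, 20 uM SAM; 2 h RT.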
GLS inhibitor: blocks human kidney-isoform glutaminase activity | O94925 | actives 0.21% (n = 410,000) | GLS enzymatic activity, qHTS titration | AID 624170 | Potency, µM (doses to about 45.5 µM), for inactives: top-dose activity change, negative = inhibition, hits mostly inhibitors; also: % is scaled to controls: 0 for no effect and ±100 for the full control effect
Target sequence (O94925 whole entry, looked up, canonical isoform): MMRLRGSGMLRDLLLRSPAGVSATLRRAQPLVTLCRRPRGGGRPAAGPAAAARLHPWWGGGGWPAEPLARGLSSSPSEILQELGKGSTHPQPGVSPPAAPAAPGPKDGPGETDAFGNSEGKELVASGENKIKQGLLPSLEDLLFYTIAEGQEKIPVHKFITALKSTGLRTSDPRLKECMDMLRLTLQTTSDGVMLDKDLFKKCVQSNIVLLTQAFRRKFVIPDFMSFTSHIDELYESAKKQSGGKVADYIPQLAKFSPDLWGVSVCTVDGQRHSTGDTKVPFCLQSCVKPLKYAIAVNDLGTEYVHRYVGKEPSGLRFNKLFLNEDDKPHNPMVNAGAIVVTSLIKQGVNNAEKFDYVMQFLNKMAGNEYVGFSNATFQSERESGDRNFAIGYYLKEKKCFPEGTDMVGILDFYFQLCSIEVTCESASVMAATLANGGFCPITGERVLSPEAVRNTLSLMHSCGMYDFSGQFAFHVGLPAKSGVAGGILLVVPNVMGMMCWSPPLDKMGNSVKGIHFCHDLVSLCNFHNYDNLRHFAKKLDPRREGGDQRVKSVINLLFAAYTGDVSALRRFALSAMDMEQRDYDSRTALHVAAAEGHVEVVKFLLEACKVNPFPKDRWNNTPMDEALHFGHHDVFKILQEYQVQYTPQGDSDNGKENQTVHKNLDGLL
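hKGA in 45 mM KH2PO4 pH 8.2, 0.02% Tween-20 with pin-transferred compounds; 1 mM L-glutamine (stock) plus glutamate oxidase/HRP/Amplex Red coupling added. Fluorescence read initially and after 30 min at RT.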
HP1b chromo inh: HP1-beta chromodomain-methylated histone interaction inhibition. actives 0.56% (n = 390,000). Potency, µM (series often up to 114 µM), for inactives: at the top dose activity change, negative = inhibition, most hits filed as inhibitors. P83916. AID 540317. AlphaScreen HP1-beta / biotin-H3K9me3 peptide binding; also: nearly all actives have a fitted effect of over 70% in size; inactives centre near 23
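Compound inhibition of the preformed complex between 50 nM HP1-beta and 50 nM biotinylated H3K9me3 peptide was read by AlphaScreen. Buffer was PBS pH 7.4 with 0.01% Tween-20. Incubations ran 30 min at room temperature, with 10 ug/mL donor/acceptor beads.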
BAZ2B block: blocks human BAZ2B; Potency, µM (highest dose often 114 µM), inactives show top-dose activity change, negative = inhibition, usual class: inhibitors; AlphaScreen BAZ2B-H3K14Ac peptide displacement; AID 504333; actives 4.4% (n = 360,000); also: % is scaled to controls: 0 for no effect and ±100 for the full control effect; nearly all actives have a fitted effect of over 60% in size
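In this displacement format the biotinylated H3(5-23) peptide acetylated at Lys14 serves as ligand at 50 nM, with BAZ2B at 50 nM in PBS pH 7.4 containing 0.01% Tween-20. Donor and acceptor beads are 10 ug/mL final.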
Pin1 inh: inhibitors of human Pin1; Q13526; Pin1 FP peptide displacement, HiFluor488, 10 min; Potency, µM (highest dose often 115 µM), without a hit: at the top dose activity, negative = inhibition, hits mostly inhibitors; actives 0.009% (n = 390,000); AID 504891; active = well fitted inhibition curve with a large enough effect in the polarisation, with a control signal flat, not every such curve was filed as active; inconclusive = small, poorly fitted or top-dose-only effect, or effect the other way, or a change in a side signal; inactive = no such curve, though single readings can be large or run the other way; the % refers to the polarisation; also: % is scaled to controls: 0 for no effect and ±100 for the full control effect
Target sequence (Q13526 whole entry, looked up): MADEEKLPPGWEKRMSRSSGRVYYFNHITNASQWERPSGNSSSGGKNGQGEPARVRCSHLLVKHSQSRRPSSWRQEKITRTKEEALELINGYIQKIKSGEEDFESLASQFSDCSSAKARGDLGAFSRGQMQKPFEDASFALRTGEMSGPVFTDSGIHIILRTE
BLM inh: Bloom syndrome helicase (human) inhibition | P54132 | recombinant BLM DNA unwinding, fluorescence dequenching | AID 2528 | Potency, µM (highest dose often 56.1 µM), for the others: at the top dose activity change, negative = inhibition, most hits filed as inhibitors | actives 0.2% (n = 350,000);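 also: plate controls were vehicle for no effect and no enzyme for full effect; nearly all actives have a fitted effect of over 35% in size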
PGK inhibitor: blocks T. brucei phosphoglycerate kinase | PGK/GAPDH coupled, Kinase-Glo luminescence, 60 min | Potency, µM (titrated, usually from 57.5 µM), for inactives: top-dose activity change, negative = inhibition, hits mostly inhibitors | actives 0.043% (n = 380,000); also: % is scaled to controls: 0 for no effect and ±100 for the full control effect; nearly all actives have a fitted effect of over 60% in size
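Recombinant glycosomal PGK reaction used 1,3-bisphosphoglycerate generated in-well by GAPDH (100nM final) in 100mM TEA pH 7.6, 5mM MgCl2, 0.01% Tween-20. After 60 minutes at room temperature, ATP was read by Kinase-Glo Plus luminescence end-point.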
POLI inh: blocks human DNA polymerase iota activity; Q9UNA4; Pol iota fluorescent replication assay, 10 min; Potency, µM (top dose mostly 115 µM), for inactives: at the top dose activity, negative = inhibition, most hits filed as inhibitors; actives 1% (n = 390,000)
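Fluorescent replication assay read twice, at 0 min and 10 min after adding 50 nM (final) substrate. Enzyme (10 nM) and compounds were first incubated 15 min at room temperature; enzyme-free buffer wells were negative controls.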
JMJD2A Tudor inh: blocks the human JMJD2A Tudor domain. actives 4.4% (n = 390,000). Potency, µM (top dose mostly 114 µM), for inactives: top-dose activity change, negative = inhibition, hits mostly inhibitors. AlphaScreen JMJD2A-Tudor / H3K4me3 peptide binding. AID 504339; also: % is scaled to controls: 0 for no effect and ±100 for the full control effect; nearly all actives have a fitted effect of over 50% in size
* = called active by the depositor; i = inactive; ? = inconclusive; nt = no result given; [ ] = dose if it differs, or a comment. Unless noted, calls follow the shape of the dose curve; as a rule, active = well fitted curve in the direction sought with a large enough effect; inconclusive = small, poorly fitted or top-dose-only effect, or another doubt; inactive = no such curve, though single readings can be large; an effect the other way counts as inactive or inconclusive. Potency is read from the fitted curve at half-maximal effect. The list is partial, so the mix of outcomes need not match the whole.

G9a inh | GLS inhibitor | HP1b chromo inh | BAZ2B block | Pin1 inh | BLM inh | PGK inhibitor | POLI inh | JMJD2A Tudor inh | structure
? | -11% | 53%[activator] | -26% | -8% | 0% | i | 19% | -2% | COCC1OS(=O)(=O)NC(CC(=O)SC(C)(C)C)C1C (configuration not stated)
-11% | 0% | -10% | nt | -10% | -2% | -6% | 14% | -4% | CC(=O)N1CCc2cc(S(=O)(=O)CCC(=O)NCc3ccco3)ccc21
-2%[59 µM] | 3% | 24% | -22% | 19% | -7% | i | -7% | -27% | COc1ccc(NC(=O)c2ccco2)cc1NC(=O)COc1ccc(C)cc1C
nt | -6% | 23% | nt | 7% | nt | 0% | 0% | -29% | C=CCC[C@@H](Cc1ccc(F)cc1)C(=O)O[C@H](CNC(=O)[C@H](CC=C)CC(=O)N(CCO)Cc1ccccc1)c1ccccc1
-43%[59 µM] | ? | 13% | -26% | ? | -22% | i | 12% | -28% | COc1cccc(NC(=O)Nc2ccc3nc(N4CCN(C)CC4)cc(C)c3c2)c1
nt | 6% | 13% | nt | 3% | nt | 4% | 31%[activator] | -10% | CCN(C(=O)COC(=O)C1CCC(C(C)(C)C)CC1)c1c(N)n(Cc2ccccc2)c(=O)[nH]c1=O (configuration not stated)
-21%[59 µM] | -4% | 6% | ? | ? | -3% | -11% | 16% | -23% | CCOC(=O)c1c(-c2ccccc2)csc1/N=C/C1C(=O)CCCC1=O
11% | 7% | 36% | -2% | -8% | 0% | -9% | 38%[activator] | -18% | CN(C)C(=O)c1cccn1-c1ncc(C(F)(F)F)cc1Cl
-7%[59 µM] | -1% | 23% | -28% | -3% | -4% | -16% | -7% | -10% | CCOc1ccc(CC(=O)Nc2c(C(=O)c3ccc(Cl)cc3)oc3ccccc23)cc1OCC
nt | 13µM* | 40µM* | nt | nt | nt | ? | 3.5µM* | 14µM* | CCOC(=O)C1CCCN(C(=O)c2cc(-c3ccco3)nc3ccccc23)C1 (configuration not stated)
13% | 2% | -11% | -1% | 2% | -9% | -2% | 168%[activator] | -33%[57.1 µM] | COc1ccc(NC(=O)CN(C)C(=O)/C=C/c2ccc(OCc3ccccc3)cc2)cc1
? | -3% | ? | 8.9µM* | -1% | -9% | nt | 3% | 11µM* | CC(C)c1ccc(C2Sc3ccccc3NC3=C2C(=O)c2ccccc23)cc1 (configuration not stated)
-3% | -8% | 65%[activator] | 1% | ? | -1% | 0% | 8% | -7% | O=C(CO/N=C/c1ccc(OC(F)F)cc1)NC1CCCCC1
? | -4% | ? | 56µM* | -14% | -4% | nt | -20% | 20µM* | CN(C)C(CNC(=O)c1cnc(Cl)c(Cl)c1)c1ccccc1 (configuration not stated)
nt | 3% | 29% | nt | 2% | nt | -2% | 63%[activator] | -4% | O=C(Cn1nc(-c2ccccc2)oc1=O)OCC(=O)c1ccccc1
nt | -2% | 30% | nt | -2% | nt | -9% | 48%[activator] | -4% | COc1ccc(CNC(=O)CCC(=O)c2ccc(F)cc2)cc1OC
-9% | -7% | 19% | -6% | -7% | -1% | 0% | 37%[activator] | -13% | COc1cc(N)c(Cl)cc1C(=O)OCC(=O)N1CCCC1
5% | 1% | 10% | 5% | -2% | nt | -4% | 5% | -7% | Cc1cc(C)c2nc(N3CCN(C(=O)c4cccs4)CC3)sc2c1
nt | 9% | 15% | nt | 3% | nt | -1% | -18% | -6% | COc1ccc(NC(=O)N(C)C[C@H]2Oc3ccc(NC(=O)Cc4ccccc4)cc3CC(=O)N([C@H](C)CO)C[C@H]2C)cc1
8%[12.7 µM] | -4% | 64%[activator] | -1% | 1% | -8% | -1% | 1% | -11% | CCN(CC)C1CCN(C(=O)c2cc(COc3cccc4cccnc34)on2)C1 (configuration not stated)
-3%[12.7 µM] | 3% | 16% | 5% | -12% | -8% | -9% | 32%[activator] | -15% | COC(=O)C1=C(C)NC(=O)NC1/C=C/c1ccccc1 (configuration not stated)
-7%[59 µM] | 4% | 20% | -17% | 27% | -7% | i | 111%[activator] | -13%[57.1 µM] | Cc1nn(C)c(C)c1/C=C/C(=O)c1ccc(Cl)cc1Cl
3% | -3% | 12% | -4% | -7% | -5% | 1% | 11% | -17% | CC(C)(C)n1ncc2c(=O)n(CC(=O)Nc3ccc(Cl)cc3)cnc21
20% | 18% | 7% | -8% | 2% | -2% | i | ? | -23% | c1ccc(N2CCN(CC3CCCCC3)CC2)cc1
50µM* | 18% | -17% | -34% | 6% | -9% | -2% | 20% | ? | COc1ccccc1Nc1ccc(Nc2ccccc2OC)nn1
nt | 19% | 41%[activator] | nt | 4% | nt | 6% | 0% | -3% | O=C(CSc1nnc(Nc2ccccc2F)s1)NC1CCS(=O)(=O)C1 (configuration not stated)
4% | -2% | 23% | 11% | -3% | nt | 4% | 23% | 0% | CN(C(=O)c1cccc(Br)c1)C1CCS(=O)(=O)C1 (configuration not stated)
nt | 3% | 14% | ? | ? | 1% | 0% | 4% | -16% | Cc1cc(NC(=O)CCN2CCN(CCO)CC2)ccc1Br
-25%[59 µM] | 1% | 4% | -24% | 2% | 5% | i | -14% | -25% | CCCN1CCC(=O)N([C@H](CSc2ccc(Br)cc2)c2ccccc2)CC1
-2% | -2% | 19% | 11% | ? | nt | -2% | 35%[activator] | -12% | CC1CCCCN1C(=O)COC(=O)CNC(=O)c1sc2ccccc2c1Cl (configuration not stated)

Looked up above:
Entry for O=C(Cn1nc(-c2ccccc2)oc1=O)OCC(=O)c1ccccc1 under PGK inhibitor: -2%
Entry for COc1cccc(NC(=O)Nc2ccc3nc(N4CCN(C)CC4)cc(C)c3c2)c1 under JMJD2A Tudor inh: -28%

Going on with the list.
G9a inh | GLS inhibitor | HP1b chromo inh | BAZ2B block | Pin1 inh | BLM inh | PGK inhibitor | POLI inh | JMJD2A Tudor inh | structure
nt | -34% | 11% | nt | -7% | nt | i | -8% | -6% | O=C(O)Cc1sc(=O)[nH]c1O
-16% | 3% | 11% | -19% | -4% | -9% | -4% | -15% | -14% | COc1cc(-c2nnc(SCC(=O)N(Cc3ccccc3)C(C)(C)C)o2)cc(OC)c1OC
50µM* | 1% | 35% | 50µM* | 5% | -12% | -3% | -12% | 5% | CCC(C)c1ccc(NC(=O)CN(C)CC(=O)Nc2cccc(OC)c2)cc1 (configuration not stated)
25%[59 µM] | 19% | 15%[57 µM] | 3% | -6% | -2% | 13% | -9% | -16% | Cc1ccc(C(=O)NCC(c2ccc3c(c2)OCO3)N2CCOCC2)cc1C (configuration not stated)
? | 6% | 2% | -34%[57.1 µM] | ? | -5% | 3% | 12% | ? | Cc1ccc(-n2ncc(C(=O)NCCN3CCC(Cc4ccccc4)CC3)c2C2CCN(C(=O)OC(C)(C)C)CC2)cc1
-4% | -2% | 26% | 0% | 2% | -1% | -6% | 3% | -7% | O=c1c2ccccc2nc2n1C(CSc1ccc(F)cc1)CN2 (configuration not stated)
10%[2.33 µM] | 15% | 27% | -4% | 0% | -4% | 6% | 15% | -13% | Cn1nc(CC(=O)Nc2ccc3c(c2)CCC3)c2ccccc2c1=O
6%[59 µM] | 20µM* | -4% | -2% | -11% | -2% | 2% | 32%[activator] | -9% | COc1cc(/C=N/NC(=O)Cn2cnc3ccccc3c2=O)ccc1O
nt | 9% | 12% | -25% | -3% | -3% | i | -12% | -26% | CNC(=S)N1CCN(c2nc(-c3ccc(F)cc3)cs2)CC1
nt | -11% | 8% | nt | 57%[activator] | nt | 4% | -16% | -4% | CC(=O)N1CCN(C(=O)c2ccc(Cl)c(S(=O)(=O)N3CCCC3)c2)CC1
nt | 12% | -20% | nt | ? | nt | 1% | -6% | ? | CN(c1ccccc1)S(=O)(=O)c1cccc(NC(=O)c2ccc(Cl)c([N+](=O)[O-])c2)c1
nt | -3% | 38%[activator] | nt | -3% | nt | 0% | 10% | -18%[11.4 µM] | Cc1ccnc(SCCn2c(N3CCOCC3)nc3c2c(=O)[nH]c(=O)n3C)n1
25µM* | 1% | -16% | -26% | -8% | -3% | 1% | ? | -25% | O=C1/C(=C/c2ccccc2)SC(=S)N1N1C(=O)C2CC2C1=O (configuration not stated)
-1% | 5% | 28% | -32% | -6% | -8% | 5% | 21% | 7% | COC(=O)C1CN(C(=O)C(C)Oc2cccc(C)c2C)c2ccccc2O1 (configuration not stated)
8%[59 µM] | -2% | 27%[57 µM] | -3% | -1% | 2% | -1% | -17% | 3% | CCOC(=O)c1noc2ncn(Cc3cccc(C#N)c3)c(=O)c12
10%[59 µM] | 13% | 25% | 11% | -1% | -1% | -3% | -15% | -9% | CC1(C)Cc2c(sc3ncn4nc(CCC(=O)O)c(=O)nc4c23)CO1
3%[59 µM] | -3% | 17% | 5% | -3% | 2% | -7% | 27% | -10% | CCc1ccc(NC(=O)Cn2c(=O)n(Cc3ccc(C)cc3)c(=O)c3cccnc32)cc1
3% | -3% | 41% | 8% | -3% | -2% | 3% | 18% | 0% | COc1ccc(-n2c(SCC(=O)NC3CCCCC3)nc3ccsc3c2=O)cc1
nt | 0% | 13% | nt | 0% | nt | 8% | 28% | -30% | Cc1ccc(C(=O)C2=C(O)C(=O)N(Cc3cccnc3)C2c2cccc(Oc3ccccc3)c2)o1 (configuration not stated)
? | -5% | 43% | 0% | -9% | 2% | 5% | 29% | -4% | O=C(COC(=O)CSc1ccc2ccccc2c1)NC1CCCC1
-9%[2.33 µM] | 16% | 31% | ? | -6% | nt | -1% | 25% | -25% | C[C@H](NC(=O)c1nc[nH]c1C(=O)N1CCN(c2ccccc2)CC1)c1ccccc1
nt | -1% | 17% | nt | -8% | nt | -7% | 52%[activator] | ? | CCN1CCN(C(=S)NC(=O)c2cc(OC)c(OC)c(OC)c2)CC1
-9%[59 µM] | -10% | ? | 2% | 1% | 2% | -3% | -21% | -14%[57.1 µM] | O=C(NCCN1CCCC1)C1COc2ccccc2O1 (configuration not stated)
15% | 1% | 0% | -2% | 4% | -1% | 4% | 33%[activator] | -21%[11.4 µM] | N#CNC(=Nc1ccccc1)SCc1ccc(C(=O)O)cc1
nt | -13% | 47%[activator] | 6% | 1% | -17% | -2% | 75%[activator] | -1% | Cc1nc(-c2ccc(NC(=O)c3ccccc3C)cc2)cs1
